Source: PubChem BioAssay
Anthrax LF prot: Bacillus anthracis LF protease inhibitors, primary screen, biochemical, multiplex microsphere, MLPCN library. multiplex microsphere protease cleavage assay. actives 0.12% (n = 360,000). AID 588501, 2011. inhibition, % at 10 µM; note: plate controls were buffer without enzyme for full effect and enzyme alone for no effect
PfHsp40 yeast: rescue of yeast from PfHsp40 toxicity, primary screen, S. cerevisiae, ATP luminescence; growth rescue, % at 12.5 µM; S. cerevisiae expressing PfHsp40, growth rescue; actives 0.68% (n = 340,000); in the data active = growth rescue above about 28%, passing the limit was not always enough; inconclusive = no clear call, values can overlap the other calls;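 note: yeast W303a lacking pdr1 and pdr3 grown in galactose medium; growth measured after three days at 30 °C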
Yp Topo-I inh: Yersinia pestis topoisomerase I inhibitors, primary screen, biochemical, cleavage product accumulation, plate reader, single point. DNA topoisomerase I (Yersinia pestis CO92). Y. pestis Topo-I cleavage product accumulation. activity, % at 10 µM. actives 0.064% (n = 360,000); in the data active = activity above about 50%, passing the limit was not always enough; inconclusive = no clear call, values can overlap the other calls; note: inactives centre near 2
TcdB GH inh: TcdB glycohydrolase inhibitors, primary screen, biochemical, single point, plate reader | Toxin B (Clostridioides difficile), P18177 | TcdB glycohydrolase enzymatic assay | inhibition, % at 9.99 µM | actives 0.24% (n = 350,000) | AID 652162, 2013; in the data active = inhibition above about 10%
Target sequence (P18177 whole entry, looked up): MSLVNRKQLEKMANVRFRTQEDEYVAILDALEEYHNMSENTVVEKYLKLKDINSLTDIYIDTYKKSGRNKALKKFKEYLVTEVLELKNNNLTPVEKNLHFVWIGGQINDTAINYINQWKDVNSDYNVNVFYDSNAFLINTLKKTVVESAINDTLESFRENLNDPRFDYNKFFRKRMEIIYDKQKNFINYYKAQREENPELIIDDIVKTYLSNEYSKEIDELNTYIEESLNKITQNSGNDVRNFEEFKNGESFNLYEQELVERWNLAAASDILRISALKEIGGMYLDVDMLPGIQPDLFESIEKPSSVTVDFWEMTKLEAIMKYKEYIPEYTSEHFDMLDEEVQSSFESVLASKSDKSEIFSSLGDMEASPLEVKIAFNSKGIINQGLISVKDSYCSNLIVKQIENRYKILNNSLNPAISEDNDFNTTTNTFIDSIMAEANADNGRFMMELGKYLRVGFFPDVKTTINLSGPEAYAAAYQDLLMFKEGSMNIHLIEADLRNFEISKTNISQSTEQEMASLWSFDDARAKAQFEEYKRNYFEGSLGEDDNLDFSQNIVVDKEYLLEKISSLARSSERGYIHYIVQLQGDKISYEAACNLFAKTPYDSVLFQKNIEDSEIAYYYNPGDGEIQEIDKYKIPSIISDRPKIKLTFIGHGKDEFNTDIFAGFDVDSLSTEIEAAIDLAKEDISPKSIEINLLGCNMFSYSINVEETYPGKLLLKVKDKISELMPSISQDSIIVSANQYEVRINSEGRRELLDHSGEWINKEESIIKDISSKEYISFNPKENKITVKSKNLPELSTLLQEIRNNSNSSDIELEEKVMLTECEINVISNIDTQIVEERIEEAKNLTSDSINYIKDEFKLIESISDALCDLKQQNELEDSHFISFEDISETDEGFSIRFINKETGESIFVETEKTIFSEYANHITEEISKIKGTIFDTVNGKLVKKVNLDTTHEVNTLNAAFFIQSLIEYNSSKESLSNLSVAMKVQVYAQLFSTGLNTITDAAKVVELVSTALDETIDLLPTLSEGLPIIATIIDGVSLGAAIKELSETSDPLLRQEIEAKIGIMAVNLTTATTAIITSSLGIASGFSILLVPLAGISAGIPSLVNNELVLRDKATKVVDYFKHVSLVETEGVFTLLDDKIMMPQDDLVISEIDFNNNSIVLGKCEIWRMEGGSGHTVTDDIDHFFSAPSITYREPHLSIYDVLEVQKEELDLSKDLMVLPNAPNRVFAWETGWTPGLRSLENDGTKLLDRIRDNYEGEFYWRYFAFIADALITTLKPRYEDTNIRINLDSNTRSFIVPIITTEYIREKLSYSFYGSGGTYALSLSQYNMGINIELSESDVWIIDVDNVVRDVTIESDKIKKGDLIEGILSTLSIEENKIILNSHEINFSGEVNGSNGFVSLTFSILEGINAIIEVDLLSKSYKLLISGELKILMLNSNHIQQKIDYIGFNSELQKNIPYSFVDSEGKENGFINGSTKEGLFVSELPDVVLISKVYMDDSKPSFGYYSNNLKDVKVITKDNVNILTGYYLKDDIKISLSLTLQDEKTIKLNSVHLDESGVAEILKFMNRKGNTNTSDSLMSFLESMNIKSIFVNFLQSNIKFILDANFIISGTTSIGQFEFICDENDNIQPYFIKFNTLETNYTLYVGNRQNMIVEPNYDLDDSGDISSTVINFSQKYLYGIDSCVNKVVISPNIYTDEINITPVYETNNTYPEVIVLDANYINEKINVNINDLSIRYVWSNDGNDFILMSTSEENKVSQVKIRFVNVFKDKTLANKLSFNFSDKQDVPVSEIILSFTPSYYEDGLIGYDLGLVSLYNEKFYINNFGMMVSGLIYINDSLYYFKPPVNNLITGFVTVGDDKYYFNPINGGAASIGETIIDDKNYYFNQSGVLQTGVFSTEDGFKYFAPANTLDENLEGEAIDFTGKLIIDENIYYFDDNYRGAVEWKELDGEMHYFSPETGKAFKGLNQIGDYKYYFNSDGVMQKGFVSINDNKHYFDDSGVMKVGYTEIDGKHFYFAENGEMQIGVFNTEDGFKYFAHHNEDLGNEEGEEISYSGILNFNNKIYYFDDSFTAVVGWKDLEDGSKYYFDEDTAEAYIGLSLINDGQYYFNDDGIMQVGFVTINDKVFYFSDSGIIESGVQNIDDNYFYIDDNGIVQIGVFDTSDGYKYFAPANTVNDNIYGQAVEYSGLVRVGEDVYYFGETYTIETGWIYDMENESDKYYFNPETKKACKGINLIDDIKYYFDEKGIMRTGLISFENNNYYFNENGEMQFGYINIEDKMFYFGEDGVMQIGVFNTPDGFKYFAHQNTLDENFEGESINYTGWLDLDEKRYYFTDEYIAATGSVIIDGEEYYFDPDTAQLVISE
PrPC surface inh: inhibitors of human cell surface prion protein PrPC, primary screen, cell-based, TR-FRET; AID 720596, 2013; inhibition, % at 13.8 µM; TR-FRET read-out; actives 0.43% (n = 370,000); in the data active = inhibition above about 24%; note: 0% = median of the test wells and 100% = reference compound wells
BoNT A protease: BoNT/A light chain protease inhibitors, primary screen, biochemical, flow cytometry, MLPCN library. Botulinum neurotoxin type A light chain protease (Clostridium botulinum A str. ATCC 3502). multiplex microsphere protease substrate cleavage. inhibition, % at 10 µM. actives 0.17% (n = 360,000). AID 588499, 2011; note: plate controls were buffer without enzyme for full effect and enzyme alone for no effect
BoNT-F LC inh: BoNT/F light chain protease inhibitors, primary screen, biochemical, flow cytometry, MLPCN library; Botulinum neurotoxin type F light chain protease (Clostridium botulinum); Multiplex microsphere protease cleavage assay; inhibition, % at 10 µM; actives 0.22% (n = 360,000); in the data active = inhibition above about 35%, passing the limit was not always enough; inconclusive = no clear call, values can overlap the other calls; note: plate controls were buffer without enzyme for full effect and enzyme alone for no effect
FadD28 binding: inhibitors of FadD28 bisubstrate probe binding, primary screen, biochemical, fluorescence polarization, single point; AID 588549, 2011; actives 0.22% (n = 360,000); Mycobacterium tuberculosis FadD28 fatty-acid-AMP ligase; inhibition, % at 12.5 µM; in the data active = inhibition above about 8.5%, passing the limit was not always enough; inconclusive = no clear call, values can overlap the other calls
CCHFV vOTU inh: CCHFV vOTU protease inhibitors, primary screen, biochemical, Pep-AMC substrate, fluorescence; actives 0.55% (n = 370,000); inhibition, % at 11.5 µM; Crimean-Congo hemorrhagic fever virus L polyprotein viral ovarian tumor (vOTU) protease …; in the data active = inhibition above about 30%; note: 0% = vehicle wells with enzyme and 100% = no enzyme wells
* = called active by the depositor; ? = inconclusive; / = no result given. Cut-off read from the data, not from the text of the source, unless noted: active = inhibition above about 30%; inconclusive = no clear call, values can overlap the other calls; inactive = below that.

SMILES	Anthrax LF prot	PfHsp40 yeast	Yp Topo-I inh	TcdB GH inh	PrPC surface inh	BoNT A protease	BoNT-F LC inh	FadD28 binding	CCHFV vOTU inh
CCOC(=O)N1CCN(C(=O)CNC(=O)c2ccc(Cl)cc2Cl)CC1	-3.9	0.6	2.3	0.4	-4.3	-0.7	-3.2	-2.8	-1.5
Cc1cccc(OCCCC(=O)Nc2nccs2)c1C	-5.5	1.1	8.4	-1.6	21.9	0.2	2.8	0.1	10.1
Nc1ccc2c3c(cccc13)C(=O)N(c1ccccc1)C2=O	-1.8	-0.1	0.1	1.9	-16.3	0.2	-0.4	-2.7	-10.9
Cn1ccnc1SCC(=O)Nc1ccc2ccccc2c1	1.6	0.7	-10.3	/	2.6	0.9	-6.2	-4.3	-2.5
Cc1ccccc1-c1nnc(NC(=O)CSc2nc3ccccc3s2)s1	-3.5	-0.4	7.2	0.4	-3.5	0.1	-5.7	0.7	2.7
Cc1cc(C(=O)CSc2n[nH]c(-c3ccccc3F)n2)c(C)n1Cc1cccs1	-1.5	-1.1	9.6	/	2.6	-0.2	-4.0	2.7	9.8
CCCCn1c(SCC(=O)N2CCc3ccccc32)nnc1-c1ccncc1	/	-0.9	10.3	2.3	-1.0	/	/	-0.8	0.6
Cn1c(=O)c2c(nc(C3CC4C5CCC(C5)C4C3)n2C)n(C)c1=O (stereo not drawn)	4.6	0.0	10.1	-0.9	-3.9	-0.5	-5.2	-0.3	7.4
CCc1ccc(NC(=S)N(Cc2cccc(Br)c2)CC2CCC(C(=O)O)CC2)cc1 (stereo not drawn)	-2.6	4.0	9.6	0.8	9.7	-0.2	-0.5	1.7	12.6
CCNC(=O)n1nccc1C(C)Oc1ccccc1 (stereo not drawn)	-9.9	1.1	2.5	/	3.8	0.0	-4.2	-2.4	-2.0
COc1ccc([C@H]2CC(=O)C=C(c3ccnc4ccc(Cl)cc34)C2)cc1	-8.9	2.3	37.6	2.0	12.8	0.1	4.5	-4.2	0.7
CCOc1ccccc1NC(=O)C1CCN(S(=O)(=O)c2ccc(OC)c(OC)c2)CC1	-5.6	-0.5	-3.6	-0.2	3.7	1.9	-1.3	-1.3	6.1
COc1ccc(C(C)=O)cc1COC(=O)c1cccnc1Cl	-4.1	-1.6	11.9	2.8	-4.7	-0.9	-2.4	/	6.0
CCCCc1n[nH]c(=S)n1Cc1ccccc1	0.8	0.2	13.2	0.3	5.9	1.0	0.0	-5.3	-0.4
O=C(N/C(=C\c1ccccc1)C(=O)N1CCOCC1)c1ccccc1Cl	-33.4	-0.3	5.4	0.7	-4.5	-141.5	-223.0	/	5.8
COc1ccc(Cl)cc1C(=O)NNC(=O)CSc1nnnn1C	-1.8	2.0	1.2	1.9	3.9	-0.3	-4.6	-3.5	0.0
COc1ccc(CN2CCC(Cc3ccccc3)CC2)cc1OC	4.2	-0.6	11.1	1.3	-8.9	-0.5	-4.6	-2.4	15.4
CC(C)[C@@H](C(=O)NCC1CCCO1)N1C(=O)N2CCc3c([nH]c4ccccc34)[C@@]2(C)C1=O (stereo partly drawn)	1.0	-1.6	16.1	0.4	12.3	-0.7	-7.4	-2.4	-3.0
Nc1nc(SCC(=O)N2CCc3ccccc32)[nH]c(=O)c1-c1ccccc1	-2.7	-1.2	-5.2	-0.7	-5.8	-1.0	-11.4	-2.1	-13.2
Cc1cccc(NC(=O)c2sc3ncn(CC(=O)N4CCN(c5ccccn5)CC4)c(=O)c3c2C)c1	-0.4	-0.6	31.9	-1.0	-0.1	0.4	1.2	-2.8	13.9
COc1ccc(N2CCN(CC(=O)N3c4ccccc4CC3C)CC2)cc1 (stereo not drawn)	-8.1	-2.5	12.7	-6.4	7.4	1.7	1.2	/	-2.5
O=C(CN1CCCc2ccccc21)NC(=O)NC1CCCCC1	-4.1	1.5	-1.4	-0.3	-3.5	-0.8	-7.9	-2.0	4.6
CC(=O)Nc1ccc(S(=O)(=O)NCCCCNS(=O)(=O)c2ccc(NC(C)=O)cc2)cc1	-0.1	-0.3	-0.5	2.2	-1.6	-3.2	-0.4	-2.1	-5.7
Cn1c(=O)c2c(ncn2Cc2ccc(Cl)c(Cl)c2)n(C)c1=O	-8.2	0.0	0.5	/	20.7	?	1.2	-4.8	-13.4
C/C(=N/NC(=O)c1ccc2c(c1)OCCO2)c1ccc([N+](=O)[O-])cc1	-4.8	0.2	5.8	1.3	-2.2	-3.9	0.5	0.2	1.6

Following part
SMILES	Anthrax LF prot	PfHsp40 yeast	Yp Topo-I inh	TcdB GH inh	PrPC surface inh	BoNT A protease	BoNT-F LC inh	FadD28 binding	CCHFV vOTU inh
CCOC(=O)CNC(=O)CSc1nnc(NC(=O)c2ccc(C)cc2)s1	-3.0	-0.4	9.1	0.6	3.8	0.3	4.4	-0.2	10.2
O=C(O)c1cc(NS(=O)(=O)c2ccc(NCc3ccccc3)c([N+](=O)[O-])c2)cc(C(=O)O)c1	-4.1	-0.3	-1.1	-3.5	-2.0	3.2	4.0	-4.2	9.1
C#CCN(C[C@@H]1[C@@H](OC(=O)Nc2cccs2)[C@@H](OC(=O)Nc2cccs2)Cn2c(=O)n(CCCCCC)c(=O)n21)S(=O)(=O)c1ccc(C)cc1	-0.6	/	6.5	1.1	-2.5	-0.4	2.4	-2.7	13.4
CCSc1ncc(CO)c(N)n1	11.4	-0.1	-7.6	0.8	8.5	-3.4	-9.7	-2.3	14.9
CC(C)(C)c1ccccc1OCCOCCN1CCCCCC1	-6.7	0.6	37.9	-0.3	2.9	0.6	-6.4	-4.9	11.4
COc1ccc(N2CCN(CC(=O)Nc3cccc(S(=O)(=O)N4CCOCC4)c3)CC2)cc1	-0.6	-1.2	-0.7	-10.1	5.7	1.2	3.3	-1.6	5.9
Cn1c(=O)c2[nH]c(SCCN)nc2n(C)c1=S	-2.6	-0.6	-9.7	0.7	-3.0	0.2	-2.5	-1.5	2.3
C=CCC1=C/C(=C\c2c(N)n3nc(CC(=O)N4CCOCC4)sc3nc2=O)C=C(OC)C1=O	-1.5	-0.6	0.0	-3.9	4.7	0.3	1.5	-0.2	6.9
CCOC(=O)c1sc(NC(=O)COC(=O)CNC(=O)c2ccco2)c(C(=O)OCC)c1C	-2.2	1.0	-2.1	1.0	4.7	0.7	2.7	-0.3	11.1
C/C(=N\OC(=O)Nc1ccc(Cl)cc1)c1ccc(F)c(F)c1	-3.4	6.6	-6.2	0.4	12.2	1.0	-12.3	-2.2	1.9
O=C(CSc1ncnc2sc3c(c12)CCC3)Nc1ccccc1C(=O)O	-2.2	0.5	3.8	0.9	-1.5	0.4	6.9	-2.1	-8.4
NC(Cc1ccc(OC(F)F)cc1)C(=O)O (stereo not drawn)	2.4	1.2	0.2	1.3	-4.1	0.0	-2.3	-0.5	-2.5
O=C(CN1CCN(Cc2ccccc2)CC1)NNC(=O)c1ccccc1	-9.9	-0.4	2.4	0.4	-0.1	-0.4	-4.7	-0.1	-9.9
C=CCNC(=O)c1cc(=O)c2ccccc2o1	-1.4	1.1	-0.4	/	-3.0	-0.2	-8.8	-1.7	-5.0
O=C(CNc1cccc(S(=O)(=O)N2CCCC2)c1)Nc1cccc(C(F)(F)F)c1	-6.2	-0.9	0.8	1.5	10.0	-0.8	-5.5	-1.1	28.3
O=C(O)C1C2C=CC(O2)C1C(=O)NCc1ccccc1Br (stereo not drawn)	-3.2	-0.7	4.8	/	9.5	0.0	4.5	-0.7	5.3
CCOC(=O)CC1=C(C(=O)OCC)C(c2cc(OC)c(OC)cc2OC)C(C#N)=C(N)O1 (stereo not drawn)	-1.7	2.9	1.2	/	2.3	1.3	1.3	-1.7	14.3
Cc1cccc(NC(=O)c2ccc([N+](=O)[O-])o2)c1C	-4.1	-0.9	2.1	6.7	5.3	0.4	6.3	-1.6	3.0
Cc1ccc(NC(=O)CS(=O)CC(=O)NC23CC4CC(CC(C4)C2)C3)cc1 (stereo not drawn)	-4.6	-0.7	10.5	0.8	0.1	-3.4	-12.4	-2.6	13.7
CC(C)(C)[C@H]1COC(=O)[C@H](Cc2ccc(F)cc2)CC/C=C/C[C@@H](CC(=O)N[C@H](CO)Cc2ccccc2)C(=O)N1	-3.4	1.1	14.2	2.3	3.8	-1.0	-3.0	-0.1	4.4
Cc1ccc(NC(=O)CCn2cccc2)cc1	-3.6	-0.4	-3.0	/	2.6	-0.7	7.1	-2.0	-8.5
CC1(c2cccc(Br)c2)NC(=O)N(CC(=O)c2ccc3c(c2)OCO3)C1=O (stereo not drawn)	-1.7	/	2.0	1.0	-10.2	-0.3	-1.3	-2.2	2.4
Cc1ccc(C)c(SCC(=O)OCC(=O)c2ccco2)c1	-4.6	-0.2	1.6	1.3	-1.0	0.2	0.3	-2.9	5.6
CC(C)Oc1ncnc2c1[nH]c1ccccc12	-2.2	-0.5	-3.4	1.3	16.0	-5.0	?	-2.2	-25.5
CCOC(=O)c1cc(-c2ccccc2)sc1NC(=O)CN1C(=O)NC(CC)(c2ccc(F)cc2)C1=O (stereo not drawn)	2.8	0.3	0.2	/	-4.4	-0.1	-7.2	0.1	2.4

Next section:
SMILES	Anthrax LF prot	PfHsp40 yeast	Yp Topo-I inh	TcdB GH inh	PrPC surface inh	BoNT A protease	BoNT-F LC inh	FadD28 binding	CCHFV vOTU inh
O=C(NC(=S)NCCc1ccccc1)c1ccccc1F	-0.4	11.6	33.9	0.9	1.6	5.0	3.9	-3.3	14.9
c1nnc(NC2=NCCCCC2)s1	-8.3	-1.0	-6.1	/	-2.5	-5.0	-46.0	-4.4	-12.3
OC1c2c(F)cccc2N=C2CCCCN21 (stereo not drawn)	1.9	/	-10.9	-1.2	2.8	0.2	2.4	-1.3	-68.8
CCOC(=O)c1ccccc1NC(=O)Cn1c(=O)n(Cc2ccccc2)c(=O)c2c(C)c(C)sc21	0.5	-0.5	4.9	/	-4.7	0.8	-4.8	1.3	-16.7
CNC(=S)Nc1ccc(N2CCN(c3ccc(C(F)(F)F)cn3)CC2)nc1	/	-0.5	-7.3	1.4	8.7	/	/	-1.5	0.1
CCOc1ccc(NS(=O)(=O)c2ccc(C(=O)NC3CCN(Cc4ccccc4)CC3)cc2)cc1	-1.1	1.0	-6.4	0.7	-0.4	-0.9	-2.4	-4.3	13.4
Cc1cc2occ(CC(=O)OCC(=O)Nc3sc4c(c3C#N)CCC(C)C4)c2cc1C (stereo not drawn)	0.1	1.5	1.6	0.9	1.9	-0.4	-6.5	-2.1	9.4
CCOc1ccc(C(N)=O)cc1OC	-0.4	-0.2	-1.6	/	1.8	0.0	?	-1.6	6.9
Cc1ccc(CN(Cc2ccco2)C(=O)c2ccco2)cc1	-5.8	0.3	13.0	0.1	-12.7	0.3	-5.6	0.3	9.0
O=C(CNC(=O)c1ccco1)NCc1ccc2c(c1)OCO2	-2.6	-1.1	0.4	1.1	-0.9	1.4	6.0	-4.3	1.9
